MITF TRPM1 HTS: MITF TRPM1 promoter activation in melanoma cells | SK-MEL-5 TRPM1-promoter luciferase, 24 h; % of positive control, neutral wells = 0 | activation, % at 12.5 µM | 0.75% of 300,000 active | AID 588334;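 active means mean activation of at least 80% with every replicate also reaching 80%; inconclusive means mean reaches 80% but some replicate falls short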;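 further: 0% = neutral control wells and 100% = parthenolide positive control wells; values of inactives mirror those of a sister screen read the other way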
dFosB activator: enhances mouse delta FosB homodimer DNA binding; purified delta FosB, TAMRA-CDK5 oligo fluorescence polarization; percent of positive-control signal above neutral wells; activation, % at 25 µM; P13346; 0.99% of 340,000 active; AID 493131;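 active means mean activation above about 17%, with every replicate also reaching it, limit read from the data, passing the limit was not always enough; inconclusive means only one of the two conditions met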;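 further: fluorescence polarization rise as delta FosB binds a TAMRA Cdk5 AP-1 oligo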
NSD2 HMT inh: inhibitors of human histone methyltransferase NSD2; inhibition, % at 12.5 µM; 0.54% of 310,000 active; NSD2 peptide methylation, AlphaScreen, 120 min; in the data active means inhibition above about 50%
Target sequence (O96028 whole entry, looked up): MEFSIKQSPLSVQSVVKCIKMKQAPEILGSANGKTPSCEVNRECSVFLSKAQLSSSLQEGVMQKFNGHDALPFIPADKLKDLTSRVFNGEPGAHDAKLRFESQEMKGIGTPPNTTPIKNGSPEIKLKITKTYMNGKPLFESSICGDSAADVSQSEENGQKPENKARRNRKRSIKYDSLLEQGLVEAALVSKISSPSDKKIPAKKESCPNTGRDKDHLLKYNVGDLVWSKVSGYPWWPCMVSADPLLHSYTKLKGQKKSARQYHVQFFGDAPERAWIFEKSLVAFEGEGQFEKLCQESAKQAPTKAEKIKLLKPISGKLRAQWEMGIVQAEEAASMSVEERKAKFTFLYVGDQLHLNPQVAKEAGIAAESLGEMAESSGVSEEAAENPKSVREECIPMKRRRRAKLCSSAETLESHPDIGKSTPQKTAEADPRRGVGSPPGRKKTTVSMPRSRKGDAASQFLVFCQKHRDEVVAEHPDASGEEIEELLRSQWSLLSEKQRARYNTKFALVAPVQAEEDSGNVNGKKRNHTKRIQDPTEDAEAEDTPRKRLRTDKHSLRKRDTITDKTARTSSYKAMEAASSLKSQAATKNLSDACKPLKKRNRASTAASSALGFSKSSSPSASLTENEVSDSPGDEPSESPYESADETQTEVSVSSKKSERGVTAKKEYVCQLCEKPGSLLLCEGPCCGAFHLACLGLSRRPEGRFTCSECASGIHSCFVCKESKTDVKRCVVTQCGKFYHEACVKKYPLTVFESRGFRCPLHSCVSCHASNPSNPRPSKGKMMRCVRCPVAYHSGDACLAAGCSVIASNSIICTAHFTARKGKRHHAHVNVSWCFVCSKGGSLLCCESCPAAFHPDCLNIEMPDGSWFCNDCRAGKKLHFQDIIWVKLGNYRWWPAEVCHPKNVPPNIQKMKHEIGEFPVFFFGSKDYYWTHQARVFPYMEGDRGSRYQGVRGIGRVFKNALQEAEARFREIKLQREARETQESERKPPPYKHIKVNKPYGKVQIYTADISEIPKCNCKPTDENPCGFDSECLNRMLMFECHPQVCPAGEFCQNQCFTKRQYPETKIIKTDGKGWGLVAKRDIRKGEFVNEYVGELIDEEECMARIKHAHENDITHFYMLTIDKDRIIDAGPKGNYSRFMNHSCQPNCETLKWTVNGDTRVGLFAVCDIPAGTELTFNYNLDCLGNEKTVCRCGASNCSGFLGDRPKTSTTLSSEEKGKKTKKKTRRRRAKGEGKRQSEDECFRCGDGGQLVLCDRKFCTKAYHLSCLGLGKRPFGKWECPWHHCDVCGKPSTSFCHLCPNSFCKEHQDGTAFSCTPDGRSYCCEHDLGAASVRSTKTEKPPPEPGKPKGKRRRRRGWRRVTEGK
Wnt act: Wnt/beta-catenin pathway activation; AID 743398; activation, % at 9.35 µM; 1.2% of 300,000 active; Wnt/beta-catenin reporter cell assay, activator, plate reader; in the data active means activation above about 30%, passing the limit was not always enough; inconclusive means no clear call, values can overlap the other calls;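 further: 0% = neutral control wells and 100% = positive control wells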
SR-BI HDL uptake: inhibitors of mouse SR-BI mediated HDL lipid uptake. Q61009. ldlA[mSR-BI] CHO cells, DiI-HDL uptake fluorescence, 3 h. inhibition, % at 12.5 µM. 0.96% of 320,000 active. AID 488896;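 active means mean replicate inhibition of at least 70% and a set share of replicates each scoring 70 or more; inconclusive means meets just one of the two criteria; inactive means fails both criteria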;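 further: 0% = median of neutral control wells and 100% = median of positive control wells; values of inactives mirror those of a sister screen read the other way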
HTR5A inv ctr: inverse agonist of human HTR5A in OPRM1-OPRD1 counter-screen; P47898; HTR5A cell line, luminescence, inverse agonism; inhibition, % at 9.3 µM; 0.083% of 340,000 active; AID 504634; in the data active means inhibition mostly above about 23%, no sharp cut-off; inactive means mostly below about 18%;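 further: 0% = cells with DMSO and 100% = no-cell wells with DMSO; some compounds called inactive have numbers as strong as hits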
CDK5 p35 inh: CDK5/p35 (human) kinase inhibition; Q00535+Q15078; Recombinant CDK5/p35, ADP-Glo luminescence, 60 min; inhibition, % at 10 µM; 0.01% of 330,000 active;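 active means highest replicate inhibition of at least 50% and at least 75% of replicates reaching 50%; inconclusive means only one of the two criteria met; inactive means both criteria failed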;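 further: plate controls were DMSO neutral control for no effect and GW8510 at 10 µM for full effect; many of its hits are not listed in these tables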
HTR5A ag ctr: counter-screen for OPRM1-OPRD1 agonists: human HTR5A agonism. P47898. HTR5A agonist assay, luminescence, cell-based. activation, % at 9.3 µM. 0.61% of 340,000 active; in the data active means activation mostly above about 9.5%, no sharp cut-off; inactive means mostly below about 7.6%;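 further: 0% = cells with vehicle only and 100% = reference agonist; strong numbers were not always called active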
V-ATPase pHluor: alters yeast V-ATPase proton transport. S. cerevisiae, pHLuorin cytosolic pH fluorescence. response, % at 10 µM. 0.37% of 350,000 active. AID 504577; in the data active means response mostly above about 7.3%, no sharp cut-off; inactive means mostly below about 5.4%; further: actives read high; inactives centre near 0; some compounds called inactive have numbers as strong as hits; reference of the scale not given here
PvdQ acylase: P. aeruginosa PvdQ acylase inhibition | purified PvdQ acylase, fluorescence plate reader | inhibition, % at 10 µM | 0.063% of 340,000 active | AID 488965; in the data active means inhibition above about 30%, passing the limit was not always enough; inconclusive means no clear call, values can overlap the other calls;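 further: 0% = vehicle neutral wells and 100% = reference inhibitor wells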
* hit, by the source's call; u = inconclusive; x = no result given.

SMILES | MITF TRPM1 HTS | dFosB activator | NSD2 HMT inh | Wnt act | SR-BI HDL uptake | HTR5A inv ctr | CDK5 p35 inh | HTR5A ag ctr | V-ATPase pHluor | PvdQ acylase
CCCOc1ccc2oc(=O)c3c(c2c1)CCCN3C(=O)CN1CCN(c2ncccn2)CC1 | x | -10 | 5 | -1 | -4 | -5 | 1.2 | 3 | 0 | -18
COc1ccc(C(CC(=O)N2CCN(C)CC2)NC(=O)C(F)(F)F)cc1 (centres undefined) | -10 | -4 | 1 | 1 | -5 | 4 | -1.7 | -1 | 0 | -5
COCC(=O)NNC(=O)c1ccc(OC)cc1 | 2 | 2 | -2 | 0 | -29 | 1 | -1.7 | -1 | 2 | -5
Cc1cc2nc(-c3cccnc3SCC(=O)NCc3ccco3)[nH]c2cc1C | 30 | -11 | 1 | 13 | 1 | -29 | 4.7 | -2 | -1 | -8
Cc1cc(NC(=O)c2ccc(Cl)c(S(=O)(=O)N3CCOCC3)c2)no1 | -3 | 5 | -1 | -1 | -10 | -1 | -1.2 | -1 | 2 | -3
C/C(=N/NS(=O)(=O)c1ccc(Br)cc1)c1ccc(NC(=O)c2ccc(C)o2)cc1 | x | 0 | 5 | -1 | 1 | -38 | 0.0 | 17* | -1 | 2
COc1ccc(-c2nnc(SCCc3ccccc3)n2N)cc1 | 18 | -9 | 1 | 4 | 4 | 9 | -1.6 | 2 | -2 | 8
O=C(Nc1nncs1)c1ccc(F)c(S(=O)(=O)N2CCCCC2)c1 | -4 | -1 | -1 | 2 | -6 | 17 | 1.5 | -2 | -1 | -13
Cc1cccc(Oc2c(C=O)c3ccccc3n2C)c1 | -11 | -10 | -11 | x | 14 | -1 | -0.7 | -3 | 7 | -5
CCc1ccc(NC(=O)C(=S)NC2CCCCC2)cc1 | 119* | 0 | -8 | -4 | x | -39 | 1.0 | -1 | -3 | -3
COc1ccccc1N1CCN(C2CCCN(C(=O)C3=NN(C)C(=O)CC3)C2)CC1 (centres undefined) | 9 | 0 | -3 | -1 | 5 | 19 | 1.5 | 0 | -2 | -6
O=C(Nc1ccnc(-c2ccncc2)n1)c1ccccc1Cl | x | -16 | -2 | -1 | 59 | 10 | 4.9 | -1 | 2 | -5
O=C(NCCN1CCOCC1)c1ccc(=O)oc1 | 14 | -1 | -2 | 2 | -5 | -17 | 1.0 | 4 | 1 | -7
CCCc1cc(O)c2c(C)cc(=O)oc2c1 | 3 | -13 | x | 0 | -2 | 21 | 0.5 | -3 | 6 | 2
COC(=O)[C@@]12CCCCN1[C@H](c1ccc(-c3ccc(Cl)c(Cl)c3)c(OC)c1)[C@@H]1C(=O)N(C)C(=O)[C@@H]12 | 1 | 2 | x | -13 | 9 | -8 | -1.8 | 5 | -1 | 13
CN(NC1CC(=O)N(c2ccccc2)C1=O)c1ccccc1 (centres undefined) | -3 | 5 | 21 | 1 | -31 | -5 | x | 7 | -4 | 13
Cc1ccc(C(=O)NNC(=S)Nc2cccc3ccccc23)s1 | 3 | -13 | -2 | x | -17 | 23 | -0.8 | -9 | 0 | -19
O=C(Cn1cnc2cc([N+](=O)[O-])ccc2c1=O)Nc1cccc2ccccc12 | -11 | 9 | 1 | 0 | 5 | 14 | 0.5 | 2 | 1 | -16
CCC1=NC(c2ccccc2)N(O)C1(C)C (centres undefined) | -8 | 8 | -2 | x | -19 | -32 | -0.7 | -5 | -2 | -10
C=CC[C@@H](CC(=O)N[C@H](CO)Cc1ccccc1)C(=O)N[C@@H](C)COC(=O)[C@@H](CC=C)CC(=O)OC(C)(C)C | -5 | -7 | x | 1 | 6 | -1 | -0.2 | 0 | 2 | -18
O=C(CN1C(=O)COc2ccccc21)N1CCN(C2CCCCC2)CC1 | 41 | -4 | 1 | -3 | -15 | 10 | -1.4 | -4 | -3 | -11
CC(OC(=O)C1=Cc2ccccc2OC1)C(=O)NC1CCCC1 (centres undefined) | 6 | -2 | 0 | 0 | -9 | 20 | 0.2 | -1 | -2 | -5
O=C(N/N=C1\NC(=O)C(CO)(CO)S1)c1ccccc1 | x | -3 | -5 | 0 | -10 | -3 | 1.6 | -1 | 4 | -18
CCCc1cc(=O)oc2cc(C)cc(O)c12 | -4 | -10 | -2 | x | x | 19 | -0.7 | -3 | 0 | 0
CCOC(=O)C1=C(COC(=O)C2CC(=O)N(c3ccc(CC)cc3)C2)NC(=O)NC1C (centres undefined) | 11 | -6 | -4 | 1 | -2 | -7 | 0.9 | -1 | 4 | -29
Cc1ccc(-n2nnnc2SCC(=O)N2CC(=O)Nc3ccccc32)cc1 | 4 | -9 | 28 | x | 1 | -20 | -0.1 | 8 | 2 | -7
O=C(NC1CCCc2ccccc21)c1n[nH]c(=O)c2ccccc12 (centres undefined) | -7 | -2 | 0 | -2 | 6 | -11 | 0.1 | 3 | 3 | -10
CC1CCCN(CCCNC(=O)C2CC(=O)N(CCc3ccccc3)C2)C1 (centres undefined) | -1 | -1 | 3 | 0 | 0 | 17 | 0.7 | 0 | 3 | -8
COc1cccc(-n2cnc3sc(C)c(C)c3c2=O)c1 | 6 | -4 | -2 | x | 4 | 23 | 2.9 | 4 | -1 | 12
O=C(Nc1nnc(C2CCCO2)s1)c1ccc(Br)cc1 (centres undefined) | 65 | 4 | -1 | -3 | -14 | -27 | -0.7 | 1 | 0 | -8
Cc1ccc(S(=O)(=O)c2cc3c(=O)n4ccccc4nc3n(C3CCCC3)c2=N)cc1 | 18 | 0 | -5 | -8 | x | -1 | -2.2 | 0 | -11 | -1
Cc1ccc(CNCCNCCO)s1 | -5 | -2 | -2 | -2 | -18 | 2 | -7.9 | -1 | 0 | -17
COc1ccccc1N(C)S(=O)(=O)c1ccc(C(=O)OCC(=O)c2c[nH]c3ccccc23)cc1 | -11 | u | 0 | -1 | 31 | -20 | -2.4 | 3 | 2 | -13
CCC(C)[C@H](NC(=O)N1CCCCC1)C(=O)OC (some centres undefined) | -3 | -2 | 1 | 3 | -16 | -6 | 0.3 | 2 | 3 | -12
Nc1cc2c(cc1Cl)-c1ccccc1C2 | 67 | 6 | x | 0 | 21 | -8 | -1.6 | 2 | 3 | -10
COc1ccc(-c2nn(CCC(=O)O)cc2/C=C/C(=O)O)cc1[N+](=O)[O-] | -2 | 2 | -2 | 0 | -10 | 3 | -1.4 | -1 | -1 | 4
O=C(CO/N=C/c1ccccc1OC(F)F)N1CCc2ccccc21 | 2 | 2 | 2 | x | -2 | 9 | -0.1 | -3 | 2 | -9
O=C(NC(=S)N1CCCc2ccccc21)c1ccc(Cl)cc1 | -3 | -9 | 0 | 25 | 21 | -36 | 1.4 | 3 | -1 | -13
NC(=O)C[C@@H]1N[C@]2(C(=O)Nc3ccccc32)[C@@H]2C(=O)N(C3CCCCC3)C(=O)[C@H]12 | x | 6 | -2 | x | -19 | 8 | -0.7 | -3 | 0 | -10
COc1ccc(N(Cc2nnc3n2CCCCC3)C(=O)Nc2ccccc2)cc1 | -7 | -3 | -2 | 0 | -1 | -36 | 2.3 | 6 | 6 | 7
Cc1ccc(N2C(=O)C(CN3CCOCC3)C2c2ccccc2)cc1 (centres undefined) | -9 | -8 | 0 | -3 | x | -3 | -0.2 | 1 | -4 | -16
CN(C)c1ccc(CN(C(=O)COc2ccc(Br)cc2)C2CCS(=O)(=O)C2)cc1 (centres undefined) | -7 | -9 | 5 | -2 | 2 | 12 | -0.2 | -5 | -4 | -7
O=C(CSc1ccc([N+](=O)[O-])cc1)Nc1nnc(C2CC2)s1 | -3 | 5 | -5 | -3 | -6 | -4 | -0.5 | 1 | -3 | -4
CC(C)CN1CCC(=O)N([C@H](COc2ccccc2)c2ccccc2)CC1 | -1 | -4 | x | -3 | x | 2 | 0.0 | -1 | -1 | -7
Cc1cccc(C(=O)Nc2nccs2)c1[N+](=O)[O-] | 5 | 0 | -1 | -1 | -13 | 5 | 1.1 | -2 | 6 | -7
COc1ccc(NC(=O)c2sccc2OS(=O)(=O)N(C)C)cc1 | 7 | -2 | -6 | 0 | 21 | -5 | -0.3 | 2 | -1 | -9
Cc1cccc(NC(=O)C2CCN(S(=O)(=O)c3c(C)noc3C)CC2)c1 | -9 | -10 | 0 | 1 | 35 | 0 | -2.3 | 0 | 1 | -4
CC(C)CCNC(=O)COC(=O)c1cc(Br)c(Br)s1 | 2 | -2 | 14 | 0 | -31 | -3 | 1.7 | 1 | -2 | -5
O=C(c1ccco1)N1CCN(C(=S)Nc2ccccc2C(F)(F)F)CC1 | -7 | -1 | 0 | 2 | 0 | 10 | 2.2 | 5 | 3 | 8
COc1ccc(/C=C2\SC(=N)N(c3ccc(F)cc3)C2=O)cc1OC | 8 | 45* | -2 | 1 | 42 | -17 | -3.7 | 6 | -7 | -14
CCCCCCCc1c(O)nc(SCC(=O)O)[nH]c1=O | -4 | -7 | -1 | 2 | x | 14 | -1.0 | 5 | -1 | 0
CC(=O)Nc1ccc(NC(=O)COc2ccc([N+](=O)[O-])cc2)cc1 | -14 | 10 | -1 | 0 | -5 | 17 | 0.6 | -3 | 4 | -1
Cc1cccc(N2CCN(C(=O)c3cnn4c(C(F)F)cc(-c5ccccc5)nc34)CC2)c1C | 29 | -15 | x | -6 | 0 | -15 | -1.3 | 6 | 1 | -12
CCc1cc(C(=O)c2ccc(Br)cc2)c(NC(=O)CN(CC)CC)s1 | x | -4 | 3 | 2 | 24 | 5 | 0.5 | -2 | 1 | 1
Nc1c(Cl)ncnc1N1CCN(c2ncnc(Cl)c2N)CC1 | 57 | 0 | 1 | -2 | 0 | -7 | -1.1 | 9 | 4 | 6
COc1ccc(N2CCN(S(=O)(=O)c3ccc(Br)s3)CC2)cc1 | x | 0 | 1 | -3 | 15 | -9 | -0.6 | 3 | -4 | -3
O=C(CSc1nnc(CNC(=O)C23CC4CC(CC(C4)C2)C3)n1-c1ccc(F)cc1)Nc1ccc(F)cc1 | 5 | -14 | -1 | 1 | 26 | 3 | 0.0 | -1 | -1 | -19
CSCCC(NC(=O)c1ccco1)C(=O)Nc1ccc(C)c(S(=O)(=O)N2CCOCC2)c1 (centres undefined) | 9 | -6 | -16 | 3 | 10 | -18 | 0.8 | -1 | 0 | -4
CCN(CC(=O)Nc1c(F)cccc1F)C(=O)CSc1nnc(-c2ccco2)n1CC | 6 | 0 | 0 | -1 | -2 | 0 | -1.5 | 0 | -4 | 1
Cc1cc(Cl)ccc1OCC(=O)N(Cc1ccco1)C1CCS(=O)(=O)C1 (centres undefined) | x | -6 | 3 | -1 | 2 | -1 | -4.1 | 4 | 2 | -17
N#CC1=C(N)OC2=C(CC/C2=C\c2ccccc2Cl)C1c1ccccc1Cl (centres undefined) | 10 | -9 | 0 | -4 | 25 | 13 | -0.5 | 3 | -1 | -12

Bioassay records deposited in PubChem by several laboratories.

An unsorted share of the library; overall some 5% were active at least once.
